Screening data (PubChem)
GLD-1 RNA inh – GLD-1-TGE RNA interaction inhibition (C. elegans); Q17339; purified GLD-1 + fluorescein TGE RNA, fluorescence polarization; inhibition, % at 5.96 µM; 320,000 tested, 0.44% active; AID 2280;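 active = percent inhibition above a per-plate cutoff, the plate mean of test compounds plus 3 SD, cut at about 30% in these data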;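 also: 0% = DMSO wells with GLD-1 and probe and 100% = wells lacking GLD-1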
Target sequence (Q17339 whole entry, looked up): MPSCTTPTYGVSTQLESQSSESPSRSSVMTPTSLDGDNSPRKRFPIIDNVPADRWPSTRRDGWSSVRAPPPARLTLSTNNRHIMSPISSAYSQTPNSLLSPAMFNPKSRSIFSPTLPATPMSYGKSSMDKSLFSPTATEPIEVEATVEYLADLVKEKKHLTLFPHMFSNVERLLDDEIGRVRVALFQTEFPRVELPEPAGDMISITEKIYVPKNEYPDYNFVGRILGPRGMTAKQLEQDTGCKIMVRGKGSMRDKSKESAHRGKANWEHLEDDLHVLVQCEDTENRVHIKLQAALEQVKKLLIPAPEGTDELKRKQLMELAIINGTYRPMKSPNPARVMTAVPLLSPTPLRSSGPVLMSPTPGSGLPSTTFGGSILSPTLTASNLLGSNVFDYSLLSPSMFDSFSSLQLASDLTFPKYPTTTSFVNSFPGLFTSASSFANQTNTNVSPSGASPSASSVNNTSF
Fam108B counter – blocks mouse Fam108B hydrolase in RBBP9 counter-screen. recombinant Fam108B, FP-Rh probe fluorescence polarization. inhibition, % at 9.51 µM. 300,000 tested, 0.33% active. AID 1947;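 active = inhibition above the screen mean inhibition plus 3 SD, computed separately per campaign, cut at about 18% in these data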;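 also: inhibitors lower polarization as less probe binds the enzyme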
VLA-4 inh – inhibition in a human VLA-4 binding assay. P13612. VLA-4 expressing cells, ligand binding flow cytometry. inhibition, % (about 7 µM as worked out from the volumes in the protocol). 330,000 tested, 0.2% active. AID 2557; in the data active = inhibition above about 50%
AGP1 TOR yeast – modulators of TOR pathway AGP1-GFP in S. cerevisiae | AID 2066 | 320,000 tested, 0.02% active | S. cerevisiae AGP1-GFP multiplex flow cytometry, 3 h; GFP as percent of DMSO wells | GFP response vs DMSO, % at 10 µM;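 active = GFP response relative to DMSO above a set limit, near screen average plus 3 SD, cut at about 150% in these data; inconclusive = fewer than 70 cells counted for the yeast strain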;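 also: median GFP channel fluorescence of the gated AGP1 strain per well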
MEX-5 binding – C. elegans MEX-5 TCR-2 RNA binding activity; 300,000 tested, 0.38% active; activity score (negative = inhibition of binding), % at 10 µM; Q9XUB2; AID 1832; MEX-5/FITC-TCR2 RNA binding, fluorescence polarization; stronger effect = lower value;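 active = inhibition past about -25% in most replicates, and total fluorescence under double the plate's negative control median, limit read from the data; inconclusive = replicates evenly split on the limit, or fluorescence at least double controls; inactive = too little inhibition in most replicates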;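 also: 0% = DMSO and -100% = 5 µM competing unlabeled TCR2 RNA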
CIT2-GFP yeast – modulators of TOR pathway CIT2-GFP in S. cerevisiae | S. cerevisiae CIT2-GFP strain, flow cytometry, 3 h; 100 means same as DMSO wells | 320,000 tested, 0.065% active | GFP response vs DMSO, % at 10 µM | AID 2029;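 active = GFP response relative to DMSO above a set limit, near the screen mean plus 3 SD, cut at about 150% in these data; inconclusive = Fewer than 70 cells measured for a yeast strain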;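 also: ratio of well median GFP fluorescence to mean of DMSO wells on the plate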
MCL1-BIM inh – disrupts human MCL1 binding to BIM-BH3 peptide. Q07820. GST-MCL1 / FITC-Bim-BH3 fluorescence polarization. inhibition, % at 10.9 µM. 320,000 tested, 0.68% active;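 active = inhibition above the mean inhibition of all tested compounds plus 3 SD, set per campaign, cut at about 40% in these data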;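 also: 0% = DMSO wells and 100% = unlabeled Bim-BH3 peptide control; higher means more loss of mP so more displacement of Bim peptide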
Target sequence (Q07820 whole entry, looked up): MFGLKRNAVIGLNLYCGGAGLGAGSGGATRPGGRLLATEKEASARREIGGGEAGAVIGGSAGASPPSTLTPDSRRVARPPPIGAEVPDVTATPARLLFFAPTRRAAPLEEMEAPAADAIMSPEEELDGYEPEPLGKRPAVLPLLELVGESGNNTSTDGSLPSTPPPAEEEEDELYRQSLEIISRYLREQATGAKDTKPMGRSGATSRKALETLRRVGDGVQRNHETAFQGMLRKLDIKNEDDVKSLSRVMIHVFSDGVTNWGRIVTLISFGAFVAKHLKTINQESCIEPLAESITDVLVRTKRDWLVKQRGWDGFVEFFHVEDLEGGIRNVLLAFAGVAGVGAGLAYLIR
BCLXL inh – inhibitors of human Bcl-xL. inhibition, % at 10.9 µM. 320,000 tested, 0.7% active. GST-Bcl-xL / FITC-Bim BH3 peptide fluorescence polarization. AID 2129. Q07817;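 active = inhibition above the mean of all tested compounds plus 3 SD, cutoff set per campaign, cut at about 30% in these data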;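 also: 0% = DMSO wells and 100% = unlabeled Bim-BH3 peptide competitor; inhibitors lower millipolarization by displacing the labeled peptide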
Target sequence (Q07817 whole entry, looked up): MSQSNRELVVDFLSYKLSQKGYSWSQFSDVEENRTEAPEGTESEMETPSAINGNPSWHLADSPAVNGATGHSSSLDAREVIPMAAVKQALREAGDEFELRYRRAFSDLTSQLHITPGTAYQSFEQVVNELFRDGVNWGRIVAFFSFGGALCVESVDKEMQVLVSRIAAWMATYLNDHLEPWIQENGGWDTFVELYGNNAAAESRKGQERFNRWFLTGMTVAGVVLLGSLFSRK
GRK2 aptamer HTS – blocks RNA aptamer binding to human GRK2; 330,000 tested, 0.59% active; bead flow cytometry, FAM-aptamer displacement from GRK2; inhibition of aptamer binding, % at 10 µM; P25098;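 active = inhibition of aptamer binding above 40%, roughly 3 SD of noise, on plates passing a quality check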;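 also: median bead fluorescence of bound FAM aptamer so fluorescent compounds give negative values; no value below 0 was filed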
Active calls of the source: *; ? = inconclusive; / = not tested or not shown; [ ] = dose if it differs, or a comment.

Values run as follows: AGP1 TOR yeast	MEX-5 binding	GLD-1 RNA inh	MCL1-BIM inh	CIT2-GFP yeast	Fam108B counter	GRK2 aptamer HTS	VLA-4 inh	BCLXL inh
- O=C(Nc1ccccc1)N1CCC(C(=O)N2CCN(S(=O)(=O)c3cccc(F)c3)CC2)CC1
 : 99	-2.9	1	1	95	2	0	7	1
- CCc1ccc(C(=O)NNC(=O)CCN2CCN(Cc3ccccc3)CC2)cc1
 : 95	-1.1	-1	1	87	4	0	21	-6
- CCOc1ccccc1NS(=O)(=O)c1cccc2nsnc12
 : 96	3.2	0	2	93	3	0	-1	2
- Cc1cccc(C)c1NC(=O)CN(C)C(=O)CSCc1c(C)noc1C
 : 89	-0.8	4	3	91	-2	0	12	5
- O=C1CCCC2=C1C(c1ccncc1)Nc1ccccc1N2 (centres undefined)
 : 99	/	-4	-2	98	0	1	6	-2
- Cc1ccc(C)c(NC(NC(=O)c2cccnc2)C(Cl)(Cl)Cl)c1 (centres undefined)
 : 104	0.0	2	0	97	-3	1	0	3
- Cc1ccc(Cn2nnc3c(=O)n(Cc4cccc(C)c4)cnc32)cc1
 : 104	2.0	4	12	99	2	1	7	2
- O=C(Nc1ccnc(-c2cccnc2)n1)c1ccccc1Cl
 : 87	1.3	0	1	87	0	0	3	6
- O=C(NCc1ccccc1)Nc1cccn(Cc2ccccc2F)c1=O
 : 100	1.4	3	-2	108	-1	/	-4	1
- O=S1(=O)NC(=NCC(c2ccco2)N2CCCCC2)c2ccccc21 (centres undefined)
 : 102	-2.1	0	1	106	-3	0	-4	4
- Cc1cc(C)n2nc(SCc3nnc(-c4ccccc4Br)o3)nc2n1
 : 104	-2.2	-2	7	99	1	0	8	12
- Cc1nc(N2CCN(C)CC2)c2c(C)c(C(=O)Nc3ccc(C)c(F)c3)sc2n1
 : 105	-1.9	1	-3	98	0	2	1	-3
- CCOC(=O)N1CCN(c2c(N3CCN(c4ccc(F)cc4)CC3)c(=O)c2=O)CC1
 : 100	0.4	4	1	101	0	9	2	4
- O=c1[nH]c(=O)n(C2C[C@H](O)[C@@H](CO)O2)cc1C(F)(F)F (some centres undefined)
 : 84	/	2	4	79	0	0	2	5
- CC(NC(=O)COc1ccccc1)C(=O)OCC(=O)c1cc2ccccc2o1 (centres undefined)
 : 105	?	-5	-9	103	-1	0	20	-6
- COc1cccc(NC(=O)c2ccccc2NC(=O)c2ccncc2)c1
 : 94	/	6	/	110	/	1	-20	/
- O=c1c(Cl)cc(Cl)nn1-c1ccccc1
 : 105	-1.4	-5	5	89	1	0	-16	3
- O=S(=O)(CC(CN1CCCCC1)N1CCCCC1)c1ccccc1 (centres undefined)
 : 101	-0.1	-3	12	103	0	0	7	2
- O=C1NN(c2cccc(Br)c2)C(=O)/C1=C\c1ccc(N2CCOCC2)cc1
 : 86	1.3	-3	5	81	7	13	2	8
- COc1ccc(OC)c2[nH]c(=O)c(CCNC(=O)C(=O)c3c[nH]c4ccccc34)cc12
 : 103	-0.1	2	8	103	0	0	6	4
- CCOC(=O)N1c2ccccc2C=CC1OCC (centres undefined)
 : 90	0.1	3	-1	85	-3	2	12	5
- Nc1nnc(SCC(=O)N2CCCCC2)s1
 : 92	1.4	8	10	102	2	1	4	2
- CCn1nnnc1SCC(=O)Nc1nc2ccccc2s1
 : 101	-2.6	-1	0	103	-3	0	8	8
- O=C(Nc1ccc(Cl)cc1)c1cc2c(cc1O)[nH]c1ccccc12
 : 100	-1.7	10	0	92	25*	4	4	-1
- COc1ccc(/C=N/NC(=O)c2ccc3c(c2)OCCO3)c(OC)c1
 : 100	-0.3	-3	6	97	-3	2	2	2
- COc1ccc(C(CC(=O)Nc2cc(C)ccn2)N2Cc3ccccc3C2=O)cc1 (centres undefined)
 : 96	1.3	4	4	99	-4	2	-7	5
- O=C(c1cccnc1Cl)N1CCOCC1
 : 98	2.0	2	2	98	0	0	3	-2
- COc1cccc(CNC(=O)Cn2ccc3cc(S(=O)(=O)N4CCCC4)ccc32)c1
 : 103	0.0	-7	1	106	2	1	-1	2
- COc1ccc(S(=O)(=O)N2CCN(C)CC2)cc1Br
 : 98	-0.2	5	6	93	-1	2	-3	3
- CCCN(Cc1cc2ccc(C)cc2[nH]c1=O)C(=O)c1cccnc1
 : 98	-5.1	3	3	89	-2	0	19	4
- O=C(N/N=C/c1sc(=O)n(-c2ccccc2)c1Cl)c1ccncc1
 : 103	-5.3	-19	-17	103	-7	1	-5	-7
- CN(CC(=O)Nc1ccccc1C(F)(F)F)C(=O)c1ccc(N2C(=O)CCC2=O)cc1
 : 97	0.9	8	-6	87	4	0	8	0
- COc1ccc(-c2nc(C#N)c(N3CCCCCC3)o2)cc1
 : 92	0.2	9	11	/	5	2	3	2
- CCCn1c(NC(=O)C2CCN(C(=O)c3ccc(F)cc3)CC2)nc2ccccc21
 : 94	-2.1	10	16	99	-2	0	6	23
- Cc1cc(C)nc(N2CCC(C(=O)N3CCN(c4cc(Cl)ccc4C)CC3)CC2)n1
 : 92	-0.3	4	4	95	4	0	-3	0
- c1ccc(Oc2cnc3ccccc3n2)cc1
 : 100	1.5	2	8	99	-2	4	11	3
- O=C(Nc1nc2c(ccc3ccccc32)s1)c1cc([N+](=O)[O-])ccc1N1CCOCC1
 : 102	-0.2	1	5	100	2	0	0	7
- Cc1ccc(N2C(=O)CC3(CCCC3)CC2=O)cc1
 : 88[may fluoresce violet]	1.0	1	-7	?	-2	0	4	5
- C[n+]1cc(C(=O)N2CCCCC2)ccc1/C=C/c1c[nH]c2ccccc12
 : 93	?	-170	-132	98	-6	0	-107	-82
- CN(C(=O)COC(=O)CSc1ccc(C(N)=O)cc1[N+](=O)[O-])C1CCCCC1
 : 102	0.2	0	-14	99	-1	1	-3	-8
- CCOC(=O)C1=NN(C(=O)COc2ccccc2)C(O)(c2ccc(Br)cc2)C1 (centres undefined)
 : 111	0.1	1	3	108	6	3	-13	-2
- O=C(CN1C(=O)NC2(CCCCC2)C1=O)NCc1ccc2c(c1)OCO2
 : 98	-1.4	0	-1	107	-3	0	4	-10
- O=C(CSc1n[nH]c(=O)[nH]c1=O)NC1CC1
 : 97	0.4	3	10	96	-3	0	24	6
- COc1cc(C(=O)N2CCN(C/C=C/c3ccccc3)CC2)cc(OC)c1C
 : 102	1.9	10	6	97	-1	0	6	2
- CCOc1ccc(N2C(=O)CC(n3ccc(C)n3)C2=O)cc1 (centres undefined)
 : /	1.0	1	3	95	-2	3	3	-1
- Cc1cc(C)nc(NS(=O)(=O)c2ccc(NS(=O)(=O)c3ccsc3)cc2)n1
 : /	1.0	6	-2	/	0	0	0	-7
- Cc1cccc(OCc2nnc(N)s2)c1
 : 99	1.1	8	8	104	4	1	-8	3
- O=C(Nc1ccccc1)C1=C[C@H](c2ccc(Br)cc2)C[C@H](OCc2ccc(CO)cc2)O1
 : 90	3.8	4	0	84	-13	0	16	0
- O=C(Cn1cc(C(F)(F)F)cc(Cl)c1=O)Nc1cccc(Cl)c1
 : 93	2.0	5	8	90	2	0	11	3
- COc1ccc(S(=O)(=O)Nc2ncccc2C)c2ccccc12
 : 100	-2.4	3	6	105	-1	6	-39	1
- COCCn1c(C)cc(C(=O)COC(=O)c2[nH]c(C)c(C(C)=O)c2C)c1C
 : 113	/	0	2	111	/	0	0	6
- Cc1nc(Sc2nnnn2C)c2c3c(sc2n1)CCC3
 : 101	/	2	2	102	0	0	10	-1
- CC(C)Sc1nnc([C@H](Cc2ccccc2)NC(=O)OC(C)(C)C)o1
 : 107	-0.9	-2	3	92	1	0	0	5
- Cc1cc(=O)oc2cc(OC(C)C(=O)Nc3nccs3)ccc12 (centres undefined)
 : 122	-0.5	-3	-3	101	-6	0	-1	-2
- Nc1nc(N)nc(-c2cc([N+](=O)[O-])ccc2O)n1
 : 97	/	-11	-3	106	/	0	-1	-1
- Cc1ccc(NC(=O)C2CCN(S(=O)(=O)c3ccc4c(c3)CCCC(=O)N4)CC2)c(Br)c1
 : 98	2.3	11	4	99	2	1	-2	-1
- CCO[C@@H]1OC(C(=O)N2CCOCC2)=C[C@H](C)[C@H]1CCCO
 : 95	-0.5	-8	2	88	0	0	26	2
- CC(Sc1ccccc1)C(=O)Nc1cccc(N(C)S(C)(=O)=O)c1 (centres undefined)
 : 99	1.0	3	4	96	4	8	-8	4
- O=C(CC1(O)C(=O)Nc2ccccc21)c1ccccc1O (centres undefined)
 : /	-0.7	-2	7	87	-1	2	3	2
- O=C(NC(C(=O)c1ccccc1)N1CCOCC1)c1ccccc1 (centres undefined)
 : 113	0.4	1	5	103	-4	0	-2	6

Further structures:
Values run as follows: AGP1 TOR yeast	MEX-5 binding	GLD-1 RNA inh	MCL1-BIM inh	CIT2-GFP yeast	Fam108B counter	GRK2 aptamer HTS	VLA-4 inh	BCLXL inh
- O=C(c1ccc(NS(=O)(=O)c2ccccc2)cc1)N1CCCCCC1
 : 95	-0.3	/	/	101	/	4	14	/
- CCOC(=O)c1cc(NC(=O)c2ccccc2)c(=O)oc1-c1ccccc1
 : 99	0.9	-3	5	92	-1	0	10	0
- CCOc1ccc(NC(=O)N(C2CCCCCC2)C2CCN(C(C)=O)CC2)cc1
 : 118	-1.2	2	-1	110	2	3	16	0
- O=C(Nc1cc(Cl)ccc1O)c1snnc1-c1ccccc1
 : 96	3.6	-1	5	99	1	1	0	2
- CCCCN1C(=O)C(=O)N(CC(=O)Nc2ccc(C(N)=O)cc2)C1=O
 : 100	/	7	-3	98	/	0	0	-3
- Cc1nn(CC(=O)N2CCc3ccccc3C2)c(C)c1[N+](=O)[O-]
 : 99	-1.5	3	-1	91	0	0	0	-2
- CCOC(=O)c1cnc(-n2nc(C)cc2C)nc1Nc1cccc(C(=O)O)c1
 : 95	1.7	2	5	94	2	4	-4	5
- Cn1c(O)c(N=NC(=O)CNC(=O)c2ccccc2)c2ccccc21
 : 103	-3.3	0	12	105	-1	1	-1	8
- COc1ccc(-c2cc(C(=O)N3CCN(Cc4ccc5c(c4)OCO5)CC3)on2)cc1OC
 : 102	-2.6	4	8	100	-3	0	5	5
- CCCCC(=O)Nc1c(-c2cccc(OC)c2)c(=O)c2ccccc2n1C
 : 102	2.8	/	/	105	/	6	-11	/
- O=[N+]([O-])c1ccc(O)c(-c2cc(C(F)(F)F)nc(-c3ccccc3)n2)c1
 : 91	-3.5	0	-4	94	6	0	17	-6
- O=C(c1ccccc1)N1CCC(c2nc3c(nnn3Cc3ccccc3Cl)c(=O)[nH]2)CC1
 : 100	1.3	-6	1	103	6	0	-14	2
- C[C@@H](C(=O)Nc1ccc2ccccc2c1)[C@@H]1C[C@@]1(C)[C@@H](NC(=O)c1ccccc1)c1ccccc1
 : 84	2.4	-1	1	78	-28	9	-2	-3
- S=C(c1cn(CCOc2cccc3ccccc23)c2ccccc12)N1CCCC1
 : 102	4.2	-24	-16	110	-9	0	-8	-9
- COc1ccccc1-n1c(CNC(=O)c2ccco2)nnc1SCC(=O)Nc1cc(C)ccc1C
 : 102	/	2	-1	102	1	0	-15	3
- CCOC(=O)c1ccc(S(=O)(=O)Nc2cc(C(=O)O)ccc2Cl)cc1
 : 96	1.6	13	12	90	0	1	-3	6
- N#C/C(=C/c1cn[nH]c1-c1ccc(Br)cc1)C(=O)O
 : 99	-0.3	1	-2	113	3	0	-4	3
- O=[N+]([O-])c1ccc2nc(-c3ccccc3)[nH]c2c1
 : 88	1.5	7	14	95	7	0	-5	7

This is a random part of the collection. About 2.2% of those tested had a hit in this group.
